Source: PubChem
PMI act: phosphomannose isomerase (human) activation; purified human PMI, coupled resazurin fluorescence, 20 min; stronger effect = higher value; 1 = vehicle control, 0 substrate-free wells; activation factor at 20 µM; 190,000 compounds, 0.005% hits; AID 1214;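 active means activation factor of 2 or more at 20 µM, relative to plate controls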
Target sequence (P34949 whole entry, looked up): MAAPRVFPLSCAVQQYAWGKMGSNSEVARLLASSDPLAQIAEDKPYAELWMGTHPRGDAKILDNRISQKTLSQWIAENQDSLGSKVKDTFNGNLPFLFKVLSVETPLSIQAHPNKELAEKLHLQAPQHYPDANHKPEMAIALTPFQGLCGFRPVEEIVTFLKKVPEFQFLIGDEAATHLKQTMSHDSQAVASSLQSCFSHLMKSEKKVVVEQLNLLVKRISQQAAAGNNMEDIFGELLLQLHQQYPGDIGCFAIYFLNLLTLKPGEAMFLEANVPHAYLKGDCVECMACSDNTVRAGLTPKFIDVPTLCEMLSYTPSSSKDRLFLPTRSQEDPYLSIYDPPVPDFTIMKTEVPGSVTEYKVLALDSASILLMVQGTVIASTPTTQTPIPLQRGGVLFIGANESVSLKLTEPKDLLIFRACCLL
S1P3 antag: blocks the human S1P3 receptor | Q99500 | CHO S1P3 NFAT-BLA reporter, FRET fluorescence, antagonist mode | inhibition, % at 4.98 µM | 170,000 compounds, 0.27% hits;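 active means inhibition above the plate cutoff, the mean inhibition of test wells on that plate plus 3 SD, cut at about 28% in these data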;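 further: cells challenged with S1P at its EC80 of 0.8 µM; blue over green emission ratio from cleaved BLA substrate after 4 h stimulation; 0% = S1P-stimulated wells and 100% = unstimulated DMSO-only wells; some compounds past the cut are filed as inactive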
PPARg SRC-2 ag: promotes SRC-2 coactivator recruitment by human PPARgamma | PPARgamma LBD-SRC-2 recruitment, biochemical | activation, % at 8 µM | 200,000 compounds, 0.34% hits | AID 1032; in the data active means activation above about 22%;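 further: 0% = vehicle and 100% = reference agonist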
PPARg SRC-3 ag: agonists of human PPARgamma SRC-3 coactivator recruitment. biochemical PPARgamma/SRC-3 coactivator recruitment assay. activation, % at 8 µM. 200,000 compounds, 0.26% hits; in the data active means activation above about 23%;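 further: 0% = DMSO and 100% = reference agonist; some compounds past the cut are filed as inactive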
G6PDH CS: counter-screen for G6PDH assay hits: L. mesenteroides G6PDH inhibition | 200,000 compounds, 0.12% hits | Purified L. mesenteroides G6PDH, diaphorase/resazurin coupled fluorescence, 45 min | AID 1020 | inhibition, % at 5 µM; in the data active means inhibition above about 50%
ROMK primary: modulators of human ROMK potassium channel. P48048. Tet-inducible ROMK, thallium flux fluorescence; actives lie on both sides. B-score at 10 µM. 130,000 compounds, 2% hits. AID 1918;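 active means signal ratio slope over the read window, or its plate-corrected B-score, at least 3 SD from the plate mean, either direction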;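 further: B-score of the F/F0 ratio slope over 7 to 12 s after thallium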
Target sequence (P48048 whole entry, looked up): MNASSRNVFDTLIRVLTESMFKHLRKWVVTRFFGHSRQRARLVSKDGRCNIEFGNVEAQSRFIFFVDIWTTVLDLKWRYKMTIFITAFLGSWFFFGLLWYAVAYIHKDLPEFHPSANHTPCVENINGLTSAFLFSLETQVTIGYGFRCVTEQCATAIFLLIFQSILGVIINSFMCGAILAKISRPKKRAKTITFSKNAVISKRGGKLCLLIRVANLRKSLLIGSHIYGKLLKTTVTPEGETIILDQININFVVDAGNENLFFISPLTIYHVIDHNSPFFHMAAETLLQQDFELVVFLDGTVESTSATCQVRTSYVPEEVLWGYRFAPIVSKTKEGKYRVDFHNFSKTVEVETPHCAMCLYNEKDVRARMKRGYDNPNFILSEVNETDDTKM
TR-FRET SRC-2 ct: counter-screen for PPARgamma SRC-2 recruitment agonists: TR-FRET artefact | stronger effect = higher value | TR-FRET ratio at 8 µM | 200,000 compounds, 0.4% hits; in the data active means TR-FRET ratio above about 2000; further: inactives centre near 1500
Diaphorase inh: inhibits diaphorase or chemically oxidizes, flagging diaphorase assay artifacts | diaphorase resazurin-to-resorufin fluorescence, NADH, 16 min; bacterial (C. kluyveri) enzyme, not human | inhibition, % at 20 µM | 190,000 compounds, 0.69% hits;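 active means primary screen inhibition at 20 µM above a set limit, cut at about 50% in these data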;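 further: plate controls were DMSO with full reaction for no effect and wells lacking NADH for full effect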
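Test system: diaphorase enzyme from Clostridium kluyveri; amount: diaphorase at 0.14 U/mL in enzyme working solution; detection: fluorescence of resorufin formed from resazurin, Ex 544/Em 590 nm; times: reaction incubation of 16 min at room temperature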
PMI act satM6P: PMI (human) activation, high substrate | coupled PMI enzyme assay, resazurin fluorescence, 20 min; stronger effect = higher value; 1 = untreated enzyme, 0 = substrate-free blank | activation factor at 20 µM | 190,000 compounds, 0.34% hits | AID 1216;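 active means activation factor of 2 or more at 20 µM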
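Test system: Human PMI in coupled enzyme assay | Input: 15 ng/mL PMI | Medium: HEPES-buffered pH 7.4 with magnesium and detergent | Compound: One concentration, 20 µM, in 1% DMSO | Incubation: Enzyme reaction with compound 20 min at room temperature | Detection: Diaphorase-driven resazurin-to-resorufin fluorescence, excitation 544, emission 590 nm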
Diaphorase act: counter-screen for diaphorase-based assays: diaphorase activators and chemical reducers | Diaphorase/resazurin coupled assay, resorufin fluorescence, 16 min; stronger effect = higher value; 1 = vehicle wells, 0 = NADH-free wells | activation factor at 20 µM | 190,000 compounds, 0.005% hits | AID 1229;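 active means diaphorase activity raised at least twofold by the compound at 20 µM; inactive means activation factor below 2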
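test system = bacterial diaphorase enzyme (C. kluyveri) | quantity = enzyme 0.07 U/mL final | reagent = NADH substrate 0.114 mM plus resazurin dye 0.1 mM, final | incubation = 16 min enzyme reaction, ambient temperature | buffer or medium = HEPES pH 7.4 buffer with MgCl2 and Tween 20 | signal = fluorescence of resorufin, 544 nm excitation, 590 nm emission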
PPARg SRC1 recr: promotes SRC-1 coactivator recruitment by human PPARgamma; AID 631; P37231; 200,000 compounds, 0.41% hits; activation, % at 8 µM; PPARgamma-SRC-1 coactivator recruitment biochemical assay; in the data active means activation above about 19%;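 further: 0% = DMSO and 100% = reference agonist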
* hit, by the source's call.

Screening O=C(C1CCCN1C(=O)c1cccs1)N1CCN(Cc2ccc3c(c2)OCO3)CC1 (stereo not given) returned PMI act 1.1, S1P3 antag 4, PPARg SRC-2 ag -4, PPARg SRC-3 ag -4, G6PDH CS -3, ROMK primary 0.36, TR-FRET SRC-2 ct 1477, Diaphorase inh 7, PMI act satM6P 1.1, Diaphorase act 0.9 and PPARg SRC1 recr 4.
O=C(O)c1ccccc1SC1CC(=O)N(C2CCCCC2)C1=O (stereo not given) was read as PMI act 1.1, S1P3 antag -27, PPARg SRC-2 ag 11, PPARg SRC-3 ag -3, G6PDH CS -5, TR-FRET SRC-2 ct 1682, Diaphorase inh 4, PMI act satM6P 1.2, Diaphorase act 1 and PPARg SRC1 recr 4.
Screening CCC1(C(=O)c2ccccc2)C(c2ccc([N+](=O)[O-])cc2)C1(C(=O)OC)C(=O)OC (stereo not given) returned PMI act 0.8, S1P3 antag -1, PPARg SRC-2 ag 6, PPARg SRC-3 ag 4, G6PDH CS -10, ROMK primary -0.27, TR-FRET SRC-2 ct 1503, Diaphorase inh 22, PMI act satM6P 0.9, Diaphorase act 0.8 and PPARg SRC1 recr 6.
Cc1cccc(/C=C2/S/C(=N/N=C3\CC4CCC3(C)C4(C)C)NC2=O)c1 (stereo not given) was read as PMI act 0.8, PPARg SRC-2 ag -1, PPARg SRC-3 ag 1, G6PDH CS -2, TR-FRET SRC-2 ct 1489, Diaphorase inh 28, PMI act satM6P 0.8, Diaphorase act 0.7 and PPARg SRC1 recr 4.
For O=C(NCC1CCCO1)c1ccccc1-c1nc(-c2ccc(Cl)cc2)no1 (stereo not given) the results were PMI act 0.9, S1P3 antag 1, PPARg SRC-2 ag 5, PPARg SRC-3 ag 10, G6PDH CS 3, TR-FRET SRC-2 ct 1421, Diaphorase inh 6, PMI act satM6P 0.9, Diaphorase act 0.9 and PPARg SRC1 recr -2.
For CSc1nc(Sc2ccc(Cl)cc2)c2ccccc2n1 the results were PMI act 1, PPARg SRC-2 ag -5, PPARg SRC-3 ag -2, G6PDH CS -5, TR-FRET SRC-2 ct 1533, Diaphorase inh 12, PMI act satM6P 1.1, Diaphorase act 0.9 and PPARg SRC1 recr 6.
Cc1ccc(C(=O)O)cc1NC(=O)C1CCCN1S(=O)(=O)c1cccc2nsnc12 (stereo not given) was read as PMI act 1, PPARg SRC-2 ag 5, PPARg SRC-3 ag 7, G6PDH CS 8, TR-FRET SRC-2 ct 1941, Diaphorase inh -14, PMI act satM6P 1.1, Diaphorase act 1.1 and PPARg SRC1 recr -1.
`COC(=O)c1ccccc1NC(=O)C12CC3CC(C1)CC(n1cnc(Cl)n1)(C3)C2` gave PMI act 0.9, PPARg SRC-2 ag 1, PPARg SRC-3 ag -5, G6PDH CS 2, ROMK primary -0.021, TR-FRET SRC-2 ct 1514, Diaphorase inh 22, PMI act satM6P 0.9, Diaphorase act 0.8 and PPARg SRC1 recr -4.
For Cc1ccc(/C=N/NC(=O)c2ccccn2)o1 the results were PMI act 1, S1P3 antag 7, PPARg SRC-2 ag 1, PPARg SRC-3 ag 2, G6PDH CS -2, ROMK primary 0.089, TR-FRET SRC-2 ct 1613, Diaphorase inh 6, PMI act satM6P 1, Diaphorase act 0.9 and PPARg SRC1 recr 4.
For O=C1CCC/C(=N/NC(=O)c2ccc(CN3c4cccc5cccc(c45)S3(=O)=O)cc2)C1 the results were PMI act 0.9, S1P3 antag 13, PPARg SRC-2 ag 4, PPARg SRC-3 ag 5, G6PDH CS 15, ROMK primary 0.87, TR-FRET SRC-2 ct 1783, Diaphorase inh 20, PMI act satM6P 0.7, Diaphorase act 0.8 and PPARg SRC1 recr 9.
`Cc1ccccc1N(C(=O)Cn1nnc2ccccc21)C(C(=O)NCc1ccco1)c1ccncc1` (stereo not given) gave PMI act 0.9, S1P3 antag -18, PPARg SRC-2 ag 3, PPARg SRC-3 ag -4, G6PDH CS 1, ROMK primary -0.0032, TR-FRET SRC-2 ct 1713, Diaphorase inh 9, PMI act satM6P 1, Diaphorase act 0.9 and PPARg SRC1 recr 0.
`Cc1nnn(C23CC4CC(CC(CC(=O)Nc5ccc(C)c(Cl)c5)(C4)C2)C3)n1` gave PMI act 0.8, S1P3 antag 3, PPARg SRC-2 ag 5, PPARg SRC-3 ag 2, G6PDH CS 9, ROMK primary -1, TR-FRET SRC-2 ct 1374, Diaphorase inh 26, PMI act satM6P 0.8, Diaphorase act 0.7 and PPARg SRC1 recr -2.
For CC(=O)c1cccc(S(=O)(=O)N(CCCO)Cc2cc3ccc(C)cc3[nH]c2=O)c1 the results were PMI act 1, S1P3 antag -56, PPARg SRC-2 ag 0, PPARg SRC-3 ag -1, G6PDH CS 14, TR-FRET SRC-2 ct 1553, Diaphorase inh 12, PMI act satM6P 1, Diaphorase act 0.9 and PPARg SRC1 recr 6.
For Cc1nc(N/N=C/c2ccccc2)nc(N(C)c2ccccc2)c1[N+](=O)[O-] the results were PMI act 1, PPARg SRC-2 ag -2, PPARg SRC-3 ag -8, G6PDH CS 1, TR-FRET SRC-2 ct 1450, Diaphorase inh 4, PMI act satM6P 1, Diaphorase act 1 and PPARg SRC1 recr -3.
`Cc1cc(NC(=O)COC(=O)COc2cccc3c2OC(C)(C)C3)no1` gave PMI act 1, S1P3 antag -6, PPARg SRC-2 ag 7, PPARg SRC-3 ag -1, G6PDH CS -1, ROMK primary -0.73, TR-FRET SRC-2 ct 1406, Diaphorase inh 13, PMI act satM6P 0.9, Diaphorase act 0.9 and PPARg SRC1 recr 0.
`CC(c1cccs1)N(Cc1ccco1)C(=S)Nc1ccc(F)c(Cl)c1` (stereo not given) gave PMI act 1, S1P3 antag 15, PPARg SRC-2 ag 0, PPARg SRC-3 ag 5, G6PDH CS 2, ROMK primary -0.79, TR-FRET SRC-2 ct 1496, Diaphorase inh 11, PMI act satM6P 0.9, Diaphorase act 0.9 and PPARg SRC1 recr 6.
For CCOc1ccc(N=C(NC#N)SCC)cc1 the results were PMI act 1, PPARg SRC-2 ag -2, PPARg SRC-3 ag -3, G6PDH CS 6, TR-FRET SRC-2 ct 1300, Diaphorase inh 0, PMI act satM6P 1, Diaphorase act 1 and PPARg SRC1 recr -2.
`COc1ccc(-n2cc(CNCCc3cnc[nH]3)c(-c3cccc(F)c3)n2)cc1` gave S1P3 antag -3, PPARg SRC-2 ag -10, PPARg SRC-3 ag -3, G6PDH CS -1, ROMK primary -1.9*, TR-FRET SRC-2 ct 1338 and PPARg SRC1 recr -4.
For Cc1ccc(C2(CCNS(=O)(=O)c3ccc(C)cc3)CCOC(C(C)C)C2)cc1 (stereo not given) the results were PMI act 0.8, S1P3 antag 1, PPARg SRC-2 ag -3, PPARg SRC-3 ag -2, G6PDH CS 4, TR-FRET SRC-2 ct 1509, Diaphorase inh 13, PMI act satM6P 0.9, Diaphorase act 0.9 and PPARg SRC1 recr -6.
`CC(C)Cc1nc2oc3c(NCC4CCCO4)ncnc3c2c2c1CCC2` (stereo not given) gave PMI act 1, S1P3 antag 10, PPARg SRC-2 ag 4, PPARg SRC-3 ag -4, G6PDH CS 7, TR-FRET SRC-2 ct 1626, Diaphorase inh 26, PMI act satM6P 1, Diaphorase act 0.7 and PPARg SRC1 recr -2.
Screening Cc1cc(=O)n2[nH]c(C(=O)O)nc2n1 returned PMI act 0.9, PPARg SRC-2 ag -3, PPARg SRC-3 ag 4, G6PDH CS -1, TR-FRET SRC-2 ct 1700, Diaphorase inh 18, PMI act satM6P 1, Diaphorase act 0.8 and PPARg SRC1 recr -3.
`Cc1nnc(SCc2nc3ccccc3nc2C)s1` gave PMI act 0.9, PPARg SRC-2 ag 1, PPARg SRC-3 ag 17, G6PDH CS 0, ROMK primary 1.2, TR-FRET SRC-2 ct 1577, Diaphorase inh 11, PMI act satM6P 1.1, Diaphorase act 0.9 and PPARg SRC1 recr 2.
Screening CC(C)C1S/C(=N/N=C/c2cccs2)NC1=O (stereo not given) returned PMI act 1, PPARg SRC-2 ag 7, PPARg SRC-3 ag 1, G6PDH CS 4, ROMK primary -0.35, TR-FRET SRC-2 ct 1523, Diaphorase inh 3, PMI act satM6P 1, Diaphorase act 1 and PPARg SRC1 recr 3.
For Fc1ccc(-c2csc3ncnc(N4CCc5ccccc5C4)c23)cc1 the results were PMI act 1, S1P3 antag 3, PPARg SRC-2 ag 4, PPARg SRC-3 ag -3, G6PDH CS -1, ROMK primary -1.1, TR-FRET SRC-2 ct 1446, Diaphorase inh 11, PMI act satM6P 1, Diaphorase act 0.9 and PPARg SRC1 recr -1.
Screening O=C(CSc1ncnc2nc[nH]c12)Nc1ccccc1C(F)(F)F returned PMI act 1, PPARg SRC-2 ag 14, PPARg SRC-3 ag 9, G6PDH CS 7, TR-FRET SRC-2 ct 1619, Diaphorase inh 15, PMI act satM6P 1, Diaphorase act 0.8 and PPARg SRC1 recr 3.
For Cc1ccc(CNCc2cc3c(C(C)(C)C)nn(-c4ccccc4)c3[nH]c2=O)cc1 the results were PMI act 1, PPARg SRC-2 ag 7, PPARg SRC-3 ag -5, G6PDH CS 15, ROMK primary -1.3, TR-FRET SRC-2 ct 1627, Diaphorase inh -7, PMI act satM6P 1.1, Diaphorase act 1.1 and PPARg SRC1 recr 1.
For COCCNC(=O)COc1cccc(Oc2ccccc2)c1 the results were PMI act 0.9, S1P3 antag -4, PPARg SRC-2 ag 3, PPARg SRC-3 ag 4, G6PDH CS 5, ROMK primary -0.31, TR-FRET SRC-2 ct 1563, Diaphorase inh 8, PMI act satM6P 0.9, Diaphorase act 0.9 and PPARg SRC1 recr 3.

At a glance, some entries already given.
For Fc1ccc(-c2csc3ncnc(N4CCc5ccccc5C4)c23)cc1 the results were PMI act 1, S1P3 antag 3, PPARg SRC-2 ag 4, PPARg SRC-3 ag -3, G6PDH CS -1, ROMK primary -1.1, TR-FRET SRC-2 ct 1446, Diaphorase inh 11, PMI act satM6P 1, Diaphorase act 0.9 and PPARg SRC1 recr -1.
Screening O=C(CSc1ncnc2nc[nH]c12)Nc1ccccc1C(F)(F)F returned PMI act 1, PPARg SRC-2 ag 14, PPARg SRC-3 ag 9, G6PDH CS 7, TR-FRET SRC-2 ct 1619, Diaphorase inh 15, PMI act satM6P 1, Diaphorase act 0.8 and PPARg SRC1 recr 3.
